High-throughput results: PubChem BioAssay, National Center for Advancing Translational Sciences (NCATS)
FUS yeast rescue: qHTS for Suppressors of FUS Proteinopathy: Primary screen using FUS-linked yeast assay. AID 1347120, 2019. 390,000 compounds, 0.24% hits. Potency, µM (highest dose often 76.6 µM), without a hit: top-dose growth rescue (activation), actives largely listed as activators. S. cerevisiae FUS-expressing, growth rescue, OD600, 24 h;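 note: potency is the fitted concentration of half-maximal effect; plate controls were DMSO vehicle for no effect and reference control for full effect; nearly all actives have a fitted effect of over 55% in size; some results filed as inactive show a strong effect at the top dose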
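Compound concentration series was pinned onto galactose-induced FUS-expressing yeast seeded at OD 0.005. Plates sat 24hr at 30C; absorbance at 600 nm gave growth. DMSO served as background control.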
EPAC2 antagonist: qHTS for Antagonist of cAMP-regulated guanine nucleotide exchange factor 2 (EPAC2): primary screen | Rap guanine nucleotide exchange factor 4 (Homo sapiens), Q8WZA2 | EPAC2 GEF exchange of Rap1B-BODIPY-GDP, fluorescence | Potency, µM (series often up to 114 µM), inactives show at the top dose activity, negative = inhibition, usual class: inhibitors | 360,000 compounds, 0.18% hits; note: potency is the fitted concentration of half-maximal effect; % is set by controls: 0 for no effect and ±100 for the full control effect; nearly all actives have a fitted effect of over 45% in size; many of its hits are not listed in these tables
Target sequence (Q8WZA2 whole entry, looked up): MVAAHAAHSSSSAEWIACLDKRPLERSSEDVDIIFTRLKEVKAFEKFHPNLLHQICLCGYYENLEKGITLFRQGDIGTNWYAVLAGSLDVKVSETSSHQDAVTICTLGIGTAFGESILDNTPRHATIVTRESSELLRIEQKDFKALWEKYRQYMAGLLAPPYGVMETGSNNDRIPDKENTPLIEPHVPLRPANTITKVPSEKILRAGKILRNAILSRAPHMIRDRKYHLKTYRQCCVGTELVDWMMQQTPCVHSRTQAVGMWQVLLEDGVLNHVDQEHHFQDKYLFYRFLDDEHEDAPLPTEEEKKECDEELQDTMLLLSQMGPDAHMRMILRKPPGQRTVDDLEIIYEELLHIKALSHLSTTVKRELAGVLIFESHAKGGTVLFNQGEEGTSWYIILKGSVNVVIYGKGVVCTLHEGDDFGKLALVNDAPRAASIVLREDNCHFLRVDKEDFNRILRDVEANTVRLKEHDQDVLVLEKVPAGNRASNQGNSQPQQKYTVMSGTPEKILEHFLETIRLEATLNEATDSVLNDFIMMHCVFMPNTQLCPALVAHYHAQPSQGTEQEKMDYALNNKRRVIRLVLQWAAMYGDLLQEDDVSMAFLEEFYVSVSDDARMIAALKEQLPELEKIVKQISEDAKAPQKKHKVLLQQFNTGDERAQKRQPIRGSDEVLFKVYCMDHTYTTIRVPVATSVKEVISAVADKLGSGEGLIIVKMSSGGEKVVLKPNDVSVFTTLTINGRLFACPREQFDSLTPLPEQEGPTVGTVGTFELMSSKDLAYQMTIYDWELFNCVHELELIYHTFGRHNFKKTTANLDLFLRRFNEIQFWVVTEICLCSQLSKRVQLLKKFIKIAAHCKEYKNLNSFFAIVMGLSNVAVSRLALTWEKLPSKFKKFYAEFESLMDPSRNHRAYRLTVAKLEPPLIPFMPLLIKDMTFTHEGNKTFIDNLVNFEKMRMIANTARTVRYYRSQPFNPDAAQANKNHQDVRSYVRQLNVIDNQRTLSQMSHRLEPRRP
EPAC2 ag: qHTS for Agonist of cAMP-regulated guanine nucleotide exchange factor 4 (EPAC2): primary screen; Potency, µM (top dose mostly 154 µM), for the others: at the top dose activation, usual class: activators; Rap guanine nucleotide exchange factor 4 (Homo sapiens), Q8WZA2; EPAC2 activation, biochemical qHTS; response scale: 100% = 6.5 mM cAMP response; 360,000 compounds, 0.079% hits; note: potency is the fitted concentration of half-maximal effect; nearly all actives have a fitted effect of over 50% in size
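Setup: EPAC2 100 nM, labeled Rap1B complex 250 nM, free GDP 50 uM. Compound titrations pinned in, brief spin, 5 min room temperature incubation. Kinetic fluorescence read over 30 min, normalized to 6.5 mM cAMP.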
aSyn rescue: qHTS of alpha-syn Inhibitors; Yeast expressing alpha-synuclein, growth rescue, BacTiter-Glo, 24 h; Potency, µM (titrated, usually from 46.1 µM), without a hit: at the top dose growth rescue (activation), actives largely listed as activators; 370,000 compounds, 0.14% hits; note: potency is the fitted concentration of half-maximal effect; % of control where 0% means no effect; nearly all actives have a fitted effect of over 65% in size
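Readout is rescue of growth in alpha-synuclein-expressing yeast, so inhibitors of toxicity appear as activators. Growth after 24 hr at 30 deg C in galactose medium is quantified by luminescence.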
Abeta yeast res: qHTS for compounds that reverse cellular toxicity of Amyloid beta (A-beta) peptide in yeast: Primary Screen. yeast expressing A-beta42, growth rescue, OD600, 48 h; response scale: 0% DMSO, 100% iron-clioquinol control. Potency, µM (top dose mostly 46.1 µM), for the others: at the top dose growth rescue, hits mostly activators. 410,000 compounds, 0.063% hits; note: potency is the fitted concentration of half-maximal effect; nearly all actives have a fitted effect of over 55% in size
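Yeast growth medium received pinned compounds, then yeast cells expressing toxic A-beta were added; plates incubated at 30 C for 48 hr. Growth read as absorbance at 600 nm, normalized to DMSO and equimolar FeCl3 plus clioquinol controls.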
TDP43 rescue: qHTS of TDP-43 Inhibitors | TDP-43 expressing yeast growth rescue, BacTiter-Glo, 24 h | Potency, µM (series often up to 46.1 µM), inactives show at the highest dose growth rescue (activation), most hits filed as activators | 410,000 compounds, 1.8% hits; note: potency is the fitted concentration of half-maximal effect; % of control where 0% means no effect; nearly all actives have a fitted effect of over 50% in size
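Yeast expressing TDP-43 (pregrown in raffinose, seeded at OD600=0.02 in galactose medium) exposed to compounds 24 hr at 30 deg C. Growth read by BacTiter-Glo luminescence; rescue of toxicity appears as increased signal.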
DRD3 agonist: qHTS of D3 Dopamine Receptor Agonist: qHTS; D3R DiscoveRx beta-arrestin cells, luminescence, 90 min; D(3) dopamine receptor (Homo sapiens), P35462; max activation, %; AID 652048, 2013; 410,000 compounds, 0.58% hits; in the data active = max activation above about 30%; note: 0% is about no effect; mostly tested at two doses, the higher about 12 µM
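Agonist mode: compounds and dopamine controls were applied to plated cells for 90 min at 37 degrees C after an overnight attachment at 1500 cells/well. Luminescent read-out followed 30 - 60 minutes at room temperature with DiscoveRx detection reagent.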
DRD3 antagonist: qHTS of D3 Dopamine Receptor Antagonist: qHTS | D(3) dopamine receptor (Homo sapiens), P35462 | D3R cells, DiscoveRx beta-arrestin luminescence, antagonist mode; active compounds read low | max response, negative = inhibition, % | 360,000 compounds, 2.5% hits | AID 652054, 2013; in the data active = max response below about -50%; inconclusive = no clear call, values can overlap the other calls; note: % is set by controls: 0 for no effect and ±100 for the full control effect; mostly tested at two doses, the higher about 12 µM
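Cells expressing the human receptor were seeded at 1500 cells/well, incubated overnight at 37 degrees C in 5% CO2, then exposed to library compounds with dopamine controls for 90 minutes at 37 degrees C before luminescent detection.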
An asterisk follows results filed as active; ? = inconclusive; . = not tested or not shown; [ ] = remark or other dose. Unless noted, calls come from the whole dose curve; as a rule, active = well fitted curve in the direction sought with a large enough effect; inconclusive = small, poorly fitted or top-dose-only effect, or another doubt; inactive = no such curve, though single readings can be large; an effect the other way counts as inactive or inconclusive.

structure	TDP43 rescue	EPAC2 antagonist	DRD3 agonist	EPAC2 ag	aSyn rescue	Abeta yeast res	DRD3 antagonist	FUS yeast rescue
O=C1c2ccccc2C(=O)N1Cc1nc2ccccc2c(=O)n1CCCN1CCOCC1	-10%	0%	1	1%	0%	6%	12	17%
CCCCCn1c(SCC(=O)c2ccccc2)nc2cc(C(=O)NCc3ccco3)ccc2c1=O	16%	-1%	21	9%	8%	6%	-11	11%
O=C(N[C@H]1CCC(=O)N([C@H](CSc2ccc(Br)cc2)Cc2ccccc2)CC1)OCc1ccccc1	6%	0%	-12	6%	5%	1%	-16	?
CNc1oc(-c2ccc(F)cc2)nc1S(=O)(=O)c1ccccc1	-16%	8%	17	-2%	-3%	-17%	11	-41%
O=c1[nH]nc2c3ccccc3occ1-2	12%	1%	-4	0%	-5%	-11%	-17	-8%
CN(C(=O)CSc1nnc(COc2ccccc2F)n1N)C1CCCCC1	-2%	4%	6	7%	3%	-2%	7	8%
COC(=O)CC(=O)N1CCN(c2ccc(Cl)c(Cl)c2)CC1	25%	-8%	12	-2%	10%	-7%	-6	-7%
O=C(CCNC(=O)C1CCN(S(=O)(=O)c2ccc(F)cc2)CC1)NCc1ccc(Cl)cc1	-11%	7%	0	9%	-2%	.	0	-9%
COc1ccc(CC(=O)N[C@@H]2c3ccccc3CC[C@H]2OCc2ccccc2)cc1	13%	3%	-12	0%	1%	10%	44	-12%
Cc1ccc([C@@H]2CC=C(C(=O)O)[C@H](c3cccc(Cl)c3)N2S(=O)(=O)c2ccc(C)cc2)cc1	10%	-18%	-26	0%	5%	-4%	-22	-16%
COC(=O)c1ccc(N2C(=O)CC(SCC(=O)Nc3ccc(OC)cc3)C2=O)cc1 (stereo not given)	13%	-8%	1	6%	1%	27%	-4	-5%
OCCC1CN(Cc2nc(-c3ccccc3)cs2)CCN1CCc1ccccc1 (stereo not given)	9%	-8%	-5	6%	0%	4%	-18	7%
CC(=O)N1CCN(c2nnnn2-c2ccccc2)CC1	15%	11%	7	11%	-10%	4%	7	11%
COc1cc(CCC(=O)OCC(=O)NCc2ccc(Cl)cc2)cc(OC)c1OC	-3%	3%	5	20%	-3%	5%	1	1%
COc1ccc(CCNC(=O)c2cc3c(=O)oc4ccc(C)cc4c3s2)cc1OC	16%	.	5	.	.	-7%	.	-20%
CCNC(=O)N1CCCC(C(=O)c2ccc(-c3ccccc3)cc2)C1 (stereo not given)	-47%[inhibitor]	-16%	8	5%	-40%[inhibitor]	-63%[inhibitor]	11	36%
O=C(CC1S/C(=N/N=C2CCCCCC2)NC1=O)Nc1ccccc1C(F)(F)F (stereo not given)	15%	-4%	1	-11%	-6%	-16%	-2	-12%
CC1(C)Cc2c(sc(N)c2C#N)C(C)(C)N1	0%	-1%	4	3%	2%	-15%	2	-19%
CC(=O)Nc1cccc(NC(=O)/C=C/c2ccc(S(=O)(=O)N3CCOCC3)cc2)c1	-14%	-4%	-7	9%	-5%	3%	13	13%
O=S(=O)(Nc1cccc(-c2cn3c(n2)SCC3)c1)c1ccc(F)cc1F	-3%	-5%	-10	12%	-3%	9%	-5	?
Nn1c(SCC(=O)NC(=O)Nc2ccc3c(c2)OCCO3)nnc1C1CC1	-5%	-6%	0	6%	-2%	-6%	11	-14%
CCCN(CCC)CC(O)Cn1c2ccccc2c2ccccc21 (stereo not given)	-3%[9.22 µM]	8%	-12	6%	7%	11%	-10	-3%
N#CC(C#N)=NNc1ccc(S(=O)(=O)N2CCCC2)cc1	-8%	-11%	-5	-28%	-9%	-8%	-16	25%
O=C(O)CCSc1nc2ccc(Br)cc2[nH]1	-8%	7%	-7	7%	-10%	-11%	44	13%

Copied from the list:
CCNC(=O)N1CCCC(C(=O)c2ccc(-c3ccccc3)cc2)C1 (stereo not given) @ DRD3 agonist = 8
CC(=O)Nc1cccc(NC(=O)/C=C/c2ccc(S(=O)(=O)N3CCOCC3)cc2)c1 @ DRD3 antagonist = 13

Further results
structure	TDP43 rescue	EPAC2 antagonist	DRD3 agonist	EPAC2 ag	aSyn rescue	Abeta yeast res	DRD3 antagonist	FUS yeast rescue
COc1ccccc1-n1c(CNC(=O)c2ccco2)n[nH]c1=S	-26%	2%	0	15%	-4%	-5%	-11	18%
COC(=O)c1ccnc(/C=N/O)c1	-4%	3%	0	7%	6%	6%	7	-11%
COc1cc(C(=O)NCC(c2ccco2)N2CCCC2)ccc1OCc1ccccc1 (stereo not given)	12%	-2%	-16	5%	1%	4%	5	-3%
CCN(C(=O)Cn1c(=O)oc2ccccc21)c1ccc(C)c(C)c1	18%	1%	3	11%	3%	14%	-13	-8%
OCC#CCSc1nnc(-c2cccc3ccccc23)o1	.	-8%	.	15%	.	-1%	.	-6%
COCCCN(C(=O)Cc1ccc(Cl)c(Cl)c1)c1c(N)n(Cc2ccccc2)c(=O)[nH]c1=O	-1%	23%	-7	-9%	-1%	-1%	20	19%
O=c1[nH]c(=S)[nH]c2c1C(C1CCCCC1)OC(C1CCCCC1)C2 (stereo not given)	13%	-5%	6	-7%	5%	18%	?	1%
CN(Cc1cccc(F)c1)C(=O)c1cc(=O)[nH]c2ccccc12	-9%	-4%	-8	-4%	0%	-9%	5	8%
C=CCN1C(=O)c2ccccc2Sc2ccc(C(=O)NCCC)cc21	22%	-20%	0	-2%	12%	9%	-11	0%
O=C(CN(C(=O)Cn1nnc(-c2cccs2)n1)c1ccc2c(c1)OCCO2)NC1CCCCC1	-9%	0%	2	11%	10%	-8%	?	24%
CCOc1ccc(Nc2cc(=O)n(C)c(=O)n2C)cc1	13%	-4%	-4	4%	-5%	-16%	-24	.
O=C(O)Cn1nncc1-c1ccc(C(F)(F)F)cc1	-3%	-3%	1	10%	1%	-15%	2	-10%
NC(=O)c1ccc(NCc2ccco2)c([N+](=O)[O-])c1	6%	-1%	-13	5%	-1%	-5%	-24	17%
CCN(CC)C(=O)C1CCCc2c1[nH]c1ccc(Cl)cc21 (stereo not given)	14µM*	?	2	4%	-7%	3%	8	13%
Cc1cc(C)cc(OCC(=O)N2CCC(c3nc4ccccc4s3)CC2)c1	?	.	2	.	.	-3%	.	?
O=C(c1ccc(S(=O)(=O)N2CCOCC2)cc1)N1CCN(c2cccc(Cl)c2)CC1	-12%	4%	10	7%	9%	3%	-69*	22%
Brc1ccc2nc(-c3ccco3)c(CC3CCCCC3)n2c1	0%	5%	-19	6%	-4%	-56%[inhibitor]	0	5%
CCOC(=O)/C(C#N)=C/c1cc2ccccc2nc1Cl	-43%[inhibitor]	-4%	9	17%	4%	-23%	15	26%
COc1cccc(/C=C/C(=O)OCC(=O)NCCNC(=O)COC(=O)/C=C/c2cccc(OC)c2)c1	-12%	12%	6	-2%	1%	-6%	20	.
COc1ccc(-c2cnc3c(NC(C)=O)cc(-c4ccc(S(C)(=O)=O)cc4)cn23)cc1OC	8%	-6%	26	9%	2%	-18%	189	38%
COC(=O)C1=CN(c2ccc3c(c2)OCO3)C(N)=C(C#N)C1c1ccccc1 (stereo not given)	7%	4%	-2	9%	-7%	-3%	-15	30%
Cc1ccc2c(c1)nnn2C1CCN(CC(=O)N2CCN(c3ccc(F)cc3)CC2)CC1	-1%	-2%	-7	1%	3%	-4%	-9	-7%
CCOC(=O)C(C)On1c(SC(C)C(=O)OCC)nc2ccccc2c1=O (stereo not given)	5%	1%	-8	-3%	-2%	-1%	2	17%
Cc1ccc(NC(=O)C(C)N=C2NS(=O)(=O)c3ccccc32)cc1F (stereo not given)	1%	-4%	-27	14%	-6%	2%	-56*	-1%
Cc1ccccc1/C(N)=N/O	6%	1%	-1	4%	-1%	22%	3	-27%
Cc1c(C(=O)Nc2c(C)n(C)n(-c3ccccc3)c2=O)oc2c(Cl)cccc12	5%	14%	8	4%	5%	-2%	11	-1%
CCCC(=O)Nc1cc(C)c(NC(=O)c2ccccn2)cn1	-15%	-1%	-3	5%	-27%	-1%	-22	27%
Cc1csc2ncc(C(=O)N3CCc4ccccc43)c(=O)n12	-6%	-15%	-3	0%	4%	3%	20	-6%
CCn1nccc1C(=O)Nc1ccc(C)c(C)c1	29%	-11%	-7	-3%	2%	-1%	3	-22%
Cn1c(=O)c2c(nc(CN3CCc4ccccc4C3)n2CC(=O)c2ccccc2)n(C)c1=O	-5%	-5%	-3	8%	17%	-11%	-7	?
CCN1C(=O)c2ccc(C(=O)Nc3cccc(C(=O)O)c3)cc2C1=O	-17%	1%	9	11%	-23%	-33%	16	20%
CCc1ccccc1NS(=O)(=O)c1ccc2c(c1)OCC(C(=O)N1CCCC1)O2 (stereo not given)	8%	.	4	.	.	-5%	.	4%
Cc1ccc2c(c1)c1ncn(Cc3ccc(F)cc3)c(=O)c1n2C	13%	-20%	1	-2%	1%	1%	15	-8%
COc1ccc(CNC(=O)Cn2c(-c3ccccc3)cc(C(C)=O)c2C)cc1OC	27%	.	-10	.	.	-8%	.	2%

The list is partial; count on the stated rates, not on these rows.
